Screening data: PubChem BioAssay, ICCB-Longwood Screening Facility, Harvard Medical School
PV pol inh = inhibitors of poliovirus RNA polymerase binding and polymerization; poliovirus polymerase elongation, fluorescence polarization; stronger effect = lower value; P03300; % elongation, % (compound at 16.7 µg/mL); 0.66% of 150,000 active; in the data active means % elongation below about 90%; further: some results filed as inactive read as strong as hits
Target sequence (P03300 1749-2209 limits assumed): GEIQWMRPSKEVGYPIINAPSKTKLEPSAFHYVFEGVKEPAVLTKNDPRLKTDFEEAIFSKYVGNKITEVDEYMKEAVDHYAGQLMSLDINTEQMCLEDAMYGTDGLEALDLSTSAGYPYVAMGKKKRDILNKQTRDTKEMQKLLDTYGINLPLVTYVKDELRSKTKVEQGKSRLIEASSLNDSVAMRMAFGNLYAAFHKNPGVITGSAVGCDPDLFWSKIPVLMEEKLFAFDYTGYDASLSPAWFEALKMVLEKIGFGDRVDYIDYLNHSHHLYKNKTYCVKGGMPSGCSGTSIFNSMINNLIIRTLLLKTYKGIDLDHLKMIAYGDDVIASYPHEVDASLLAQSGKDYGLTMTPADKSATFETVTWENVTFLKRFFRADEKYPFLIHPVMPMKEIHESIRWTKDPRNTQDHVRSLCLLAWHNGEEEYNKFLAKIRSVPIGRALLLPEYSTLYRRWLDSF
PV pol inh FP z-score = recorded beside PV pol inh, whose call it bears; z-score; measured here: FP z-score; hits read low
* = called active by the depositor.

canonical_smiles	PV pol inh	PV pol inh FP z-score
O=C(Oc1ccccc1F)N1c2ccccc2Sc2ccccc21	109	0.6
Cc1cccc(Cc2c(C)nc3nc(SCc4ccccc4C)nn3c2C)c1	108	0
O=C(Nc1ccc(Cl)cn1)C1Cc2ccccc2C1	101	0
Cc1nc(N(CCO)C2CCCCC2)c2nnn(Cc3ccccc3)c2n1	104	1
CC(CCc1ccccc1)NC(=O)C1=COCCO1 (stereo unspecified)	106	0.3
CCN(Cc1ccccc1)C(=O)CN1C(=O)C2CC=CCC2C1=O (stereo unspecified)	98	-0.7
Cc1ccc(-c2c(C)n3c4c(=O)n(C)c(=O)n(C)c4nc3n2CCCO)cc1	105	0.1
O=C(CNC(=O)c1ccccc1)OCC1CCCN2CCCCC12 (stereo unspecified)	108	0.5
Cc1ccc(Cn2c(CO)cnc2SCC(=O)Nc2cccc(F)c2)cc1	103	0.1
O=C(CSc1nc2ccsc2c(=O)n1-c1ccc(Br)cc1)NCc1ccccc1	109	0.8
CCOC(=O)C1CCN(C(=O)CCc2nc3ccccc3[nH]2)CC1	103	0.3
CC(=O)OC1CCC2(C#N)[C@H]3CCC4(C)C(C5=CC(=O)OC5)CCC4(O)[C@@H]3CCC2(O)C1 (stereo partly specified)	102	0.3
O=C(Sc1ccc(Cl)cc1)c1cccnc1Oc1ccccc1	109	0.6
O=c1/c(=C/c2ccc(Br)cc2)sc2nncn12	97	-1
CCN1C(=O)/C(=N\N2CCOCC2)c2ccccc21	104	0
CCC1CCCCN1Cc1c(O)ccc2cc(-c3nc4ccccc4[nH]3)c(=O)oc12 (stereo unspecified)	69	-6.2
CS(=O)(=O)N1CCN(c2ncccc2C(F)(F)F)CC1	103	0
CCOC(=O)CCn1c(=O)c2cccn2c2cccnc21	108	0.3
CC1Cc2ccccc2N1C(=O)CO/N=C/c1ccccc1OC(F)F (stereo unspecified)	105	0.3
C=CCN(CC=C)CC(O)Cn1c(C)c(C)c2ccccc21 (stereo unspecified)	101	0.1

Part of the list above, set out differently.
> CCC1CCCCN1Cc1c(O)ccc2cc(-c3nc4ccccc4[nH]3)c(=O)oc12 (stereo unspecified)
  PV pol inh: 69
  PV pol inh FP z-score: -6.2

> CS(=O)(=O)N1CCN(c2ncccc2C(F)(F)F)CC1
  PV pol inh: 103
  PV pol inh FP z-score: 0

> CCOC(=O)CCn1c(=O)c2cccn2c2cccnc21
  PV pol inh: 108
  PV pol inh FP z-score: 0.3

> CC1Cc2ccccc2N1C(=O)CO/N=C/c1ccccc1OC(F)F (stereo unspecified)
  PV pol inh: 105
  PV pol inh FP z-score: 0.3

Next part
canonical_smiles	PV pol inh	PV pol inh FP z-score
CCOc1ccc(C(=O)c2cn(Cc3ccc(OC)cc3)c3cc(OC)c(OC)cc3c2=O)cc1	114	2
c1ccc(-n2c(-c3ccco3)nnc2N2CCOCC2)cc1	104	0.2
COc1ccc(-c2cc(-c3nnc(CON4C(=O)CCC4=O)o3)c3ccccc3n2)cc1OC	107	0.8
CN(Cc1ccccc1)C(=O)CCc1nc(CN2CCN(C(=O)c3ccccc3)CC2)no1	102	-0.1
COc1cc(SC)ccc1C(=O)N1CCn2c3c(c4cc(C)ccc42)CCCC31 (stereo unspecified)	104	0.1
CC(=O)c1cccc(Nc2nc(-c3cccc(C)c3)nc3ccccc23)c1	107	-0.7
CCN1Cc2cccc(C(=O)O)c2C1=O	102	-0.2
CC1CC(C)CN(C(=O)COc2ccc(-c3nnco3)cc2)C1 (stereo unspecified)	102	-0.7
CC(C)(C)OC(=O)N1CCC(c2c(C(=O)NC3CCN(Cc4ccccc4)CC3)cnn2-c2cccc(F)c2)CC1	106	0.1
Nc1cccc(-n2nncc2-c2ccc(Cl)cc2)c1	100	-0.4
COc1ccc(/C=N/c2nc3ccccc3n2C)c2c(OC)cccc12	99	-0.3
CCNC(=O)CN1C(=O)CSc2nc(C)cc(C)c21	102	0.1
O=C(CCS(=O)(=O)c1ccccc1)N(Cc1cccnc1)c1nc2ccc(Cl)cc2s1	109	0.5
Cc1ccc(CNC(=O)c2ccc3c(Cl)c4c(nc3c2)CCCC4)o1	102	0.5
CCN(CC)CCCNC(=O)c1nn(-c2ccc(OC)cc2)c(=O)c2c1c1ccccc1n2C	110	0.7
CCC(=O)N1c2ccccc2CC1C(=O)NCCCN1CCN(c2cccc(Cl)c2)CC1 (stereo unspecified)	107	0.1
COc1ccc(CCNC(=O)Cc2c(C)c3ccc(O)c(C)c3oc2=O)cc1OC	101	-1.2
CCOC(=O)c1ccc(Nc2ncnc3[nH]ncc23)cc1	104	1.3
CC(=O)OCC(=O)[C@@]1(OC(C)=O)[C@@H](C)C[C@H]2[C@@H]3C[C@H](F)C4=CC(=O)C=C[C@]4(C)[C@@]3(F)[C@@H](O)C[C@@]21C	102	0.3
Nc1nc2[nH]c(=S)[nH]c2c(=O)[nH]1	95	-0.9
COc1ccc(OCCSc2nc(C)c(Cc3ccccc3)c(=O)[nH]2)cc1	107	0.2
CCc1c(C)c(C#N)c2nc3ccccc3n2c1Nc1cccc(C(F)(F)F)c1	103	0
Cc1ccc(CN2c3ccccc3-c3nc(SCC(=O)Nc4c(C)cc(C)cc4C)ncc3S2(=O)=O)cc1	116	0.7
O=C(COC(=O)c1cc2ccccc2cc1O)NC1CC1	103	0.1
COC(=O)CN(c1ccc(C)c(C)c1)S(C)(=O)=O	102	0.2
CC1=C(C(=O)N2CCN(c3cccc(Cl)c3)CC2)C2(CCCCC2)OC1=O	103	-0.6
Cc1cccc(NC(=O)CSc2nnc(NC(=O)Nc3ccccc3)s2)c1C	103	-1
Cc1ccc(NCC(=O)N/N=C/c2ccncc2)cc1	103	0.4
COc1ccc(C2=C(C)C(=NCCCN3CCN(c4cc(C)ccc4C)CC3)NS2(=O)=O)cc1	107	0
CCCCOC(=O)c1ccc(NC(=O)c2ccc3c(c2)CCCN3S(C)(=O)=O)cc1	96	-2.4
CCCNC(=O)c1c2c(nc3ccccc13)C(=O)N(C1CCCCC1)C2	107	0.1
COc1ccc2[nH]c3c(N(C)C)ncnc3c2c1	100	-0.4
O=C(CC1CCCCC1)Nc1ccc2nc3n(c(=O)c2c1)CCCCC3	106	1.5
Cc1cccc(-c2cc(-c3ccccc3)nc(SCC(=O)Nc3ccccc3)c2C#N)c1	107	0.7
OCC1(CO)C2C3C4CC5C6C4C2C6C1C53 (stereo unspecified)	101	-0.1
CC(=O)NC1=NN(C(C)=O)C(C)(CS(=O)(=O)c2ccc(C)c(C)c2)S1 (stereo unspecified)	101	-0.3
CC1(C)Cc2cccc(OCC(=O)Nc3ccc(S(=O)(=O)N4CCCC4)cc3)c2O1	102	0.2
Cc1cccc(NC(=O)CSc2nc3ccc(NC(=O)c4cccs4)cc3s2)c1	107	0.1
CCOc1ccc(NC(=O)CSc2ccnc3c2c(=O)n(C)c(=O)n3C)cc1	99	0
NC(=S)Nc1ccc(F)c(Cl)c1	106	0

The list goes on, overlapping the part above by two compounds.
Compound | PV pol inh | PV pol inh FP z-score
CCOc1ccc(NC(=O)CSc2ccnc3c2c(=O)n(C)c(=O)n3C)cc1 | 99 | 0
NC(=S)Nc1ccc(F)c(Cl)c1 | 106 | 0
CCN(CC)S(=O)(=O)c1ccc2c(c1)N(CC(=O)NCCCN1CCN(c3ccccc3F)CC1)C(=O)CO2 | 101 | -1
COc1ccc(-c2cc(C(F)(F)F)n3nc(-c4ccccc4)cc3n2)cc1OC | 105 | 0.3
COC(=O)c1c(N)sc2c1CCC2 | 102 | 0
Cc1nc2ccccn2c1C(=O)c1ccccc1 | 100 | -0.2
O=C(Nc1ccc(-c2nnc3n2CCCCC3)cc1)c1ccccc1F | 106 | 0.6
Cc1ccccc1Cn1c2ccccc2c2cnn(CC(=O)NCC(C)c3ccccc3)c(=O)c21 (stereo unspecified) | 106 | -0.2
CCC(=O)N1CCc2cc(S(=O)(=O)NC(C)C)ccc21 | 103 | 0.3
Nc1ccc2c(c1)C1(OCCO1)C(=O)N2 | 103 | 0.5
COc1cccc(-c2csc(-c3ccccn3)n2)c1 | 101 | -0.5
CCN(CC)C(=O)CSc1cn(CC(=O)N2CCCCCC2)c2ccccc12 | 116 | 0.2
CC1(C)OC(=O)C(=CNCCO)C(=O)O1 | 104 | 0.5
CCC(C(=O)NCc1ccc(OC)cc1OC)N1C(=O)CSc2ccc(C(C)(C)C)cc21 (stereo unspecified) | 100 | -1
Cc1cccc(C(C)C)c1NC(=O)CSc1ncnc2[nH]ncc12 | 105 | 0.2
C=C(C)CNCC1OCCc2ccccc21 (stereo unspecified) | 107 | 0.4
COc1ccc(-c2nc3ccc(Cl)cn3c2Nc2ccc(C)cc2)cc1 | 104 | -1.2
O=C(NCc1ccco1)C(=S)N1CCOCC1 | 99 | -1.4
COc1ccccc1N1CCN(C(=O)CC(C)c2ccccc2)CC1 (stereo unspecified) | 103 | -0.2
Cc1nc2nc(COc3ccccc3)[nH]n2c(=O)c1C | 100 | -0.3
CCC(Cn1nnc2ccccc2c1=O)NC(=O)Nc1ccc(C)cc1C (stereo unspecified) | 106 | 0
CC(C)NC(=O)/C(C#N)=C/c1ccc2c(c1)OCCO2 | 102 | -0.1
CCc1ccc(OCC(=O)Nc2cc3oc4ccccc4c3cc2OC)cc1 | 98 | -1.4
O=C(CCn1cccc1)NC1CC1 | 101 | 0.2
O=C(NCC1COc2ccccc2O1)Nc1ccc(NC(=O)NCC2COc3ccccc3O2)cc1 (stereo unspecified) | 100 | -0.7
CCCCN1C(=O)c2ccc(C(=O)OCC(=O)Nc3ncc(Cl)cc3Cl)cc2C1=O | 103 | 0.2
Nc1ccc(C(=O)NCC2COc3ccccc3O2)cc1 (stereo unspecified) | 101 | 0.3
CCCCC/C=C\C=C\[C@H](O)CCCCCCCC(=O)O | 102 | 0.5
COc1ccc(C=C(C#N)C#N)c2ccccc12 | 103 | 0.2
O=C(Nc1cccc2c1CCCC2)c1cc(C2CC2)[nH]n1 | 104 | 0.8
O=C1CCCCC1Sc1nnc(Cc2cccs2)n1CCc1ccccc1 (stereo unspecified) | 107 | 0.8
O=C(NC(C(=O)c1ccccc1)N1CCCCC1)c1ccccc1 (stereo unspecified) | 104 | 0.7

The final 3 compounds of the part before open the next one:
Compound | PV pol inh | PV pol inh FP z-score
O=C(Nc1cccc2c1CCCC2)c1cc(C2CC2)[nH]n1 | 104 | 0.8
O=C1CCCCC1Sc1nnc(Cc2cccs2)n1CCc1ccccc1 (stereo unspecified) | 107 | 0.8
O=C(NC(C(=O)c1ccccc1)N1CCCCC1)c1ccccc1 (stereo unspecified) | 104 | 0.7
Cc1cccc2sc(NC(=O)c3cccn(Cc4ccccc4)c3=O)nc12 | 107 | 0.3
Cc1ccc(NC(=O)C2CCN(c3cc(C)nc4c(-c5ccc(Cl)cc5)c(C)nn34)CC2)c(C)c1 | 109 | 1.2
Cc1ccc(N2CC(NC(=O)c3cccs3)CC2=O)cc1 (stereo unspecified) | 113 | 1.4
CN1C(=O)C(O)(C2COC(C)(C)CC2=O)c2cc(Br)ccc21 (stereo unspecified) | 101 | 0.2
CC(C)c1ccc(-c2noc(SCC(=O)N3CCN(c4ccccc4F)CC3)n2)cc1 | 106 | -0.1
Cc1cc(C(F)(F)F)[nH]c(=O)c1C#N | 101 | -0.1
CCOc1ccc(C(=O)OC(C)C(=O)NC2CC2)cc1OCC (stereo unspecified) | 102 | -0.1
Cc1ccc(C)c(N2CCN(C(=O)CCCCCn3c(=O)[nH]c4ccccc4c3=O)CC2)c1 | 100 | -0.9
O=S(=O)(/C=C/c1ccccc1)Nc1ccc2cn[nH]c2c1 | 96 | -0.7
Cc1ccccc1CN1C(=O)c2ccccc2Sc2ccc(C(=O)N3CCCC3)cc21 | 106 | 0.1
O=c1c2ccccc2[nH]c(=S)n1CCS | 102 | 0.1
O=C(CNC(=O)C1CCCCC1)NC1CCCCC1 | 99 | -0.9
Cc1nc2ccc(S(=O)(=O)NCC(=O)Nc3ccc(F)cc3F)cc2s1 | 108 | 0.2
Cc1ccccc1Cn1cc(NC(=O)c2cc(CC(C)C)on2)cn1 | 103 | 0.4
Cc1ccc(OC(=O)CSc2nnc(-c3cccs3)o2)c(C)c1 | 101 | -0.9
Cc1[nH]c(=O)[nH]c(=O)c1/C=N/NC(=S)NCc1ccc(OC(C)C)cc1 | 98 | -0.1
CC(C)OC(=O)c1cccc(NC(=O)Cn2nnc3sc4c(c3c2=O)CCCC4)c1 | 105 | -0.2
COc1ccc(C(=O)Nc2ccc3nc(SCC(=O)N4CCc5ccccc54)sc3c2)cc1 | 104 | -0.6
Cc1cc(C)cc(OCC(=O)Nc2ccc(-c3nc4ncccc4o3)cc2C)c1 | 106 | 0.6
O=C(NCCC1=CCCCC1)C1CCCN(c2cnccn2)C1 (stereo unspecified) | 103 | 0.6
Cc1cc(N2CCOCC2)nc2ccc(NC(=O)CCC(=O)NC3CCCCC3)cc12 | 102 | 0.1
Cc1ccccc1OCC(=O)Nc1ccc(OCc2cc(=O)n3ccsc3n2)cc1 | 112 | 1.1
O=C(N/N=C/c1cn(-c2ccccc2)nc1-c1ccccc1)c1ccco1 | 99 | -0.6
Cc1ccccc1C(=O)NN1C(=O)c2ccccc2C1=O | 101 | -0.6
COc1cc(C(=O)N2CCC(c3nc4ccccc4s3)CC2)cc(OC)c1OC | 110 | 0.2
CCOC(=O)c1sc(N)c(C#N)c1COC(=O)CCCN1C(=O)c2ccccc2C1=O | 40 | -6.3
CC1CCCCN1C(C(=O)O)c1ccccc1 (stereo unspecified) | 102 | -0.2
COc1cc(Nc2ncc3c(n2)CCN(Cc2cc(Br)cs2)C3)cc(OC)c1 | 109 | 0.6
O=C(C(c1ccccc1)N1Cc2ccccc2C1=O)N1CCc2ccccc21 (stereo unspecified) | 102 | 0.2
CC(=O)Nc1ccccc1OCC(=O)NC(=O)Nc1ccc(C)cc1C | 105 | 0.2
Cc1ncc(CO)c2cc(C(N)=O)c(=Nc3ccc(C(N)=O)cc3)oc12 | 101 | -0.1
N#C/C=C(\Nc1ccc(Br)cc1)c1ccccc1 | 105 | 0.9
O=C(NCc1ccco1)NCC(F)(F)F | 103 | 1.5

The list is partial; rates above refer to the full screens.
